Bioassay records from PubChem BioAssay.
ERAP1 inh: blocks human ERAP1 aminopeptidase activity. hit rate 0.15% among 340,000. AID 652197. recombinant ERAP1, Leu-AMC fluorescence, 60 min. inhibition, % at 10.7 µM;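 active = mean replicate inhibition of at least 30%, or all replicates individually reaching that 30% level; inactive = mean below 30% and not every replicate reaching it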;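 note: 0% = neutral control wells and 100% = L-leucinethiol positive control wells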
CASP6 VEID inh: caspase-6 (human) enzyme inhibition. P55212. purified caspase-6, Z-VEID-R110 cleavage fluorescence. inhibition, % at 12.5 µM. hit rate 0.53% among 350,000. AID 686996;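 active = mean inhibition across replicates at least about 35%, with every replicate also reaching that limit, limit read from the data; inconclusive = only one of the two criteria met; inactive = neither criterion met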;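 note: 0% = median of neutral control wells and 100% = no fluorescence left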
Target sequence (P55212 24-179 limits assumed): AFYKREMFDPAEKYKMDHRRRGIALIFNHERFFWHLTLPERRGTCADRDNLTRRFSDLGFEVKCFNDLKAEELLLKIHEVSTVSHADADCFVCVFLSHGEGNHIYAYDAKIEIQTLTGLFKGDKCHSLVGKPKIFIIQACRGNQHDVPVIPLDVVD
Target sequence (P55212 194-293 limits assumed): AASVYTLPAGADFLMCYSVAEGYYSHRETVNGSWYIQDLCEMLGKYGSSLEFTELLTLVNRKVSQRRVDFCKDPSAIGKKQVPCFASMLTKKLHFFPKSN
SIRT5 block: blocks human SIRT5 desuccinylation of peptide. Q9NXA8. Purified SirT5, succinyl-peptide AMC, trypsin-coupled fluorescence. inhibition, % at 15 µM. hit rate 1.1% among 330,000; in the data active = inhibition above about 15%; inconclusive = no clear call, values can overlap the other calls
Target sequence (Q9NXA8 whole entry, looked up): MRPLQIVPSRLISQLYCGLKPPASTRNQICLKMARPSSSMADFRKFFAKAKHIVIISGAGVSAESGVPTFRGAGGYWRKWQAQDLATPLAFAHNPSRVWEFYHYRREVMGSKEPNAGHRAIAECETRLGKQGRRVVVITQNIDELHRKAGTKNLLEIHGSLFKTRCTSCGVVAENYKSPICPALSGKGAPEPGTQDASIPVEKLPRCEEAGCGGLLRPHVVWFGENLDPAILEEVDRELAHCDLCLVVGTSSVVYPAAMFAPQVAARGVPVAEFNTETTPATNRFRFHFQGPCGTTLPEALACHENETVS
F508del corr: CFTR F508del correction in bronchial cells; CFBE cells, YFP halide quenching; stimulated with forskolin plus potentiator P3; % fluorescence drop versus neutral controls; activity (quench increase), % at 7.58 µM; hit rate 0.36% among 350,000; AID 720511;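 active = mean added fluorescence quench of at least 8% versus neutral control, with both replicates also reaching 8%; inconclusive = only one of the mean or replicate conditions met; inactive = mean below 8% and not both replicates reaching 8%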;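 note: cells transiently co-express mutant CFTR-F508del with the halide-sensitive YFP; corrector assay measuring rescue of mutant channel to the surface after 24 h compound exposure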
ERp5 inh: inhibitors of human ERp5. ERp5 insulin aggregation, absorbance 650 nm, 90 min. hit rate 0.05% among 350,000. inhibition, % at 9.99 µM. AID 651711;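 active = mean replicate inhibition above about 25%, with every replicate also reaching it, limit read from the data, passing the limit was not always enough; inconclusive = only one of those two criteria met; inactive = neither criterion met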
Target sequence (Q15084 whole entry, looked up): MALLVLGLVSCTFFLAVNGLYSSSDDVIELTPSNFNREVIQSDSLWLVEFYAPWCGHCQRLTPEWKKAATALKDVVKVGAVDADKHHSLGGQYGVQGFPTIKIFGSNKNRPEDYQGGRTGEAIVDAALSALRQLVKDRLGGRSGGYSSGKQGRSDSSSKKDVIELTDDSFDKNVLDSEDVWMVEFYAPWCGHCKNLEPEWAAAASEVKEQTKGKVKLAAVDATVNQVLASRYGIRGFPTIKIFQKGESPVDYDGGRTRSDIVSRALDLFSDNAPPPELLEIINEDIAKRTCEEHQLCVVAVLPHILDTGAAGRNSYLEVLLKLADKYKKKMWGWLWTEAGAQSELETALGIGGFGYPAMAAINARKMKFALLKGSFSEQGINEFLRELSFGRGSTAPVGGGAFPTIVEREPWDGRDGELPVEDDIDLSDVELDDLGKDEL
miR-122 sensor: miR-122 inhibition in Huh7 cells; activation (reporter increase), % at 12.5 µM; hit rate 0.3% among 340,000; Huh7 miR-122 Renilla luciferase sensor, 48 h; neutral wells = 0, positive control = 100;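 active = mean replicate activation score at least 90 and every replicate individually at or above 90; inconclusive = only one of the two criteria met; inactive = neither criterion met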;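 note: higher luciferase means less miR-122 activity so hits act as miR-122 inhibitors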
DENV2 CPE: inhibitors of DENV2 cytopathic effect. DENV2-infected cells, cytopathic effect rescue, plate reader. hit rate 1.7% among 350,000. CPE inhibition, % at 9.99 µM. AID 651640; in the data active = CPE inhibition above about 20%, passing the limit was not always enough; inconclusive = no clear call, values can overlap the other calls; tested in BHK-21 cells;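 note: 0% = median of neutral control wells and 100% = median of positive control wells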
Active calls of the source: *; ? = inconclusive; . = no result given; & = joins results of further samples; [ ] = dose if it differs, or a comment.

SMILES	ERAP1 inh	CASP6 VEID inh	SIRT5 block	F508del corr	ERp5 inh	miR-122 sensor	DENV2 CPE
O=C(c1cc(F)c(F)c(F)c1F)N1CCN(Cc2ccc3c(c2)OCO3)CC1	2	-4	-1	-1.6	7	-3	7
O=C(O)CSCc1nc2cccnc2n1C1CCCCC1	-1	1	-3	-1.1	3	-2	-7
CN(C(=O)c1cccc(NC(=O)Cc2ccc(NC(=O)C3CCCN(C(=O)C4CCCCC4)C3)cc2)c1)C1CCCCC1 (stereo not given)	1	1	-1	0.3	0	-2	?
Cc1cccc(N(Cc2ccccc2)C(=O)c2ccc(C)c(S(=O)(=O)N3CCOCC3)c2)c1	1	11	-1	-0.4	2	40	-7
COc1ccccc1/C=C/CN1CCCC(CO)(Cc2cccc(Cl)c2)C1 (stereo not given)	-1	.	1	1.4	8	-5	?
Brc1ccc(-c2cn3ccccc3n2)cc1	0	1	-1	-1.6	-1	6	8
Cc1ccc(NS(=O)(=O)c2c(C)ccc3nsnc23)c([N+](=O)[O-])c1	3	4	-7	2.7	4	37	-5
CCN1CCN(Cc2ccc(NC(=O)c3cc(NC(=O)N4CCNC4=O)cc(OC)c3)cc2C(F)(F)F)CC1	-1&-7	-20&-20	-1&-6	6.2&0.6	-8&5	-15&-8	10&-19
C[C@@H]1CCCCO[C@@H](CN(C)S(=O)(=O)c2cccs2)[C@@H](C)CN([C@@H](C)CO)C(=O)c2cc(NC(=O)NC3CCCCC3)ccc2O1	.	.	.	3.8	.	-2[16.7 µM]	2
Nc1nnn(-c2ccccc2)c1-c1ccccc1	2	-2	-1	2.0	-3	0	1
COc1ccc(-c2nn(-c3ccccc3C)cc2CNC(C)Cn2cncn2)cc1F (stereo not given)	20	0	1	-3.4	2	.	4
CSc1ncc(CN2CCC(C(=O)Nc3cccc(-c4cscn4)c3)CC2)cn1	3	5	-1	1.0	0	-8	0
C[C@@H]1CCCCO[C@H](CN(C)C(=O)CCCN(C)C)[C@H](C)CN([C@@H](C)CO)C(=O)c2cc(NC(=O)Nc3ccc(C(F)(F)F)cc3)ccc2O1	.	.	.	-0.2	.	1[16.7 µM]	-12
COc1cccc(N2C(=O)Nc3ccc(Br)cc3C2(O)C(=O)NCCCOC(C)C)c1 (stereo not given)	6	3	-5	0.9	1	5	5
O=S(=O)(c1cnc[nH]1)N1CCN(c2ccc(Cl)cc2)CC1	5	-1	6	-3.7	5	-7	?

Six compounds from above, reduced to SIRT5 block:
| compound | SIRT5 block |
| --- | --- |
| CN(C(=O)c1cccc(NC(=O)Cc2ccc(NC(=O)C3CCCN(C(=O)C4CCCCC4)C3)cc2)c1)C1CCCCC1 (stereo not given) | -1 |
| Cc1cccc(N(Cc2ccccc2)C(=O)c2ccc(C)c(S(=O)(=O)N3CCOCC3)c2)c1 | -1 |
| COc1ccccc1/C=C/CN1CCCC(CO)(Cc2cccc(Cl)c2)C1 (stereo not given) | 1 |
| Brc1ccc(-c2cn3ccccc3n2)cc1 | -1 |
| Cc1ccc(NS(=O)(=O)c2c(C)ccc3nsnc23)c([N+](=O)[O-])c1 | -7 |
| CCN1CCN(Cc2ccc(NC(=O)c3cc(NC(=O)N4CCNC4=O)cc(OC)c3)cc2C(F)(F)F)CC1 | -1&-6 |

More entries:
SMILES	ERAP1 inh	CASP6 VEID inh	SIRT5 block	F508del corr	ERp5 inh	miR-122 sensor	DENV2 CPE
COCC(=O)N1C[C@@H]2[C@H](c3ccccc31)[C@H](CO)N2Cc1ccccc1F	2	-1	-1	-4.2	8	26[16.7 µM]	-12
CC(=O)Nc1ccc(NC(=O)c2c(C)nn(-c3ccccc3)c2Cl)cc1C	8	0	-5	3.5	-2	4	-3
O=C(COC(=O)CCc1ccc(S(=O)(=O)N2CCOCC2)cc1)NC1CCCCCC1	1	1	-7	0.9	-3	-5	-5
COc1ccc(NC(=O)COc2ccc(N(C)S(=O)(=O)c3ccc(Cl)cc3)cc2)cc1	2	-1	0	-5.1	3	.	4
COCCSc1ccccc1C(=O)NCC1CCCO1 (stereo not given)	-2	-2	-4	-0.8	-2	-3	2
COc1ccc(-c2nnc3ccc(SCC(=O)N4CCCCCC4)nn23)cc1OC	2	3	2	-2.9	-1	-3	7
CC(C)(C)[C@H]1C=C(C(=O)NCc2ccccc2)O[C@@H](OCCCCO)C1	3	0	-2	-1.4&-2.8	0	3	-1
CCCC(O)C#Cc1cnc2c(c1)C(=O)N([C@H](C)CO)C[C@H](C)[C@H](CN(C)C(=O)Nc1ccc3c(c1)OCO3)O2 (stereo not given in full)	0	4	2	-3.5	-1	-5[16.7 µM]	3
Cc1ccn2cc(-c3cc4ccccc4oc3=O)nc2c1	-3	1	3	-2.1	3	.	10
Cc1ccc(OCC(=O)NC(=S)Nc2ccccn2)c(Br)c1	-1	-1	0	-0.6	-8	-3	1
Cc1cn(C)c(=O)n(C)c1=O	1	-2	-1	4.9	-4	-2	8
Cc1ccc2nc(Cl)c(C3CC(c4cccs4)=NN3C(=O)CCCC(=O)O)cc2c1 (stereo not given)	-1	0	-3	1.3	0	.	-2
O=C(COc1ccc(Cl)cc1)N(Cc1cccs1)C1CCS(=O)(=O)C1 (stereo not given)	0	-2	-9	-1.0	4	-3	1
C[C@@H]1CN([C@@H](C)CO)C(=O)c2cccc(NC(=O)C3CCOCC3)c2O[C@@H]1CN(C)Cc1ccc(-c2ccccc2)cc1	3	1	1	-1.4	-1	6[16.7 µM]	-5
COc1ccc(-c2nnc(SCC(=O)NCCc3ccc(S(N)(=O)=O)cc3)o2)cc1OC	0	2	-2	3.1	1	-8	-7

Looked up above:
`CC(=O)Nc1ccc(NC(=O)c2c(C)nn(-c3ccccc3)c2Cl)cc1C` @ ERp5 inh = -2
`COc1cccc(N2C(=O)Nc3ccc(Br)cc3C2(O)C(=O)NCCCOC(C)C)c1` (stereo not given) @ F508del corr = 0.9

Following part:
SMILES	ERAP1 inh	CASP6 VEID inh	SIRT5 block	F508del corr	ERp5 inh	miR-122 sensor	DENV2 CPE
Cc1ccccc1NC(=O)NC1(C(=O)N2CCC(O)CC2)CCCCC1	-9	-5	-3	0.9	-4	-6	-1
CCOC(=O)c1ccc(N(C(=O)c2ccco2)C(C(=O)NC2CCCCC2)c2ccncc2)cc1 (stereo not given)	-3	1	-1	0.3	1	-1	1
CCO/C([O-])=N/c1c[n+](N2CCOCC2)no1	-2&0	2&0	5&4	-0.7&-2.6	0&1	2&-1	-3&7
O=C(N=Nc1c(O)[nH]c2ccccc12)c1ccccc1NS(=O)(=O)c1cccs1	-2	-1	1	.	4	.	-3
O=C(Nc1ccc([N+](=O)[O-])cc1)c1cccc(S(=O)(=O)Nc2cccnc2)c1	2	2	-6	0.0	0	8	4
CC1CCCCN1C(=O)CSc1nc2c(c(=O)n(C)c(=O)n2C)n1C (stereo not given)	-3	-1	-3	0.7	1	2	0
O=C(c1ccc(Br)o1)N1CCN=C1SCc1cccnc1	-1	-4	.	-0.2	-5	2	6
CN(C(=O)COC(=O)C1CCN(S(=O)(=O)c2c(Cl)cccc2Cl)CC1)c1ccccc1	5	0	7	2.6	2	.	-1
O=C(C[C@@H]1C=C[C@@H](NS(=O)(=O)c2ccccc2)[C@@H](CO)O1)NCc1ccncn1	-1	-1	-2	-0.3	-2	.	7
O=C(C[n+]1cccc(CNC(=O)c2ccc(OC(F)F)cc2)c1)c1ccccc1	2	-16	.	-0.6	-3	-3	8
CC1=CC(C)(C)Nc2ccc(Cc3ccc4c(c3)C(C)=CC(C)(C)N4)cc21	-1	0	-4	0.3	5	.	6
C[C@@H]1CN([C@@H](C)CO)C(=O)Cc2cc(NC(=O)Nc3ccc(C(F)(F)F)cc3)ccc2O[C@@H]1CN(C)Cc1ccc(C(F)(F)F)cc1	-1	-5	1	2.9	3	5[16.7 µM]	-24
O=C1C(Cc2ccccc2)Nc2ncnc(N3CCCCC3)c2N1Cc1ccc(Br)cc1 (stereo not given)	-3&1	3&-4	0	-1.3&-0.6	-2&5	5&8	4&2
c1nc(NC2CCCC2)c2[nH]cnc2n1	-1	-4	1	-0.8	-5	-5	7
COc1ccc(NC(=O)N(C)C[C@H]2OCc3cn(nn3)CCCC(=O)N([C@@H](C)CO)C[C@@H]2C)cc1	11&-1&-1	6&-1&2	-1&3&-3	-1.2&-0.9&-2.1	0&4&3	2	-4&1&-1

Pulled by compound from the entries so far:
SMILES	ERAP1 inh	CASP6 VEID inh	SIRT5 block	F508del corr	ERp5 inh	miR-122 sensor	DENV2 CPE
O=C(N=Nc1c(O)[nH]c2ccccc12)c1ccccc1NS(=O)(=O)c1cccs1	-2	-1	1	.	4	.	-3
O=C(C[C@@H]1C=C[C@@H](NS(=O)(=O)c2ccccc2)[C@@H](CO)O1)NCc1ccncn1	-1	-1	-2	-0.3	-2	.	7

The list goes on:
SMILES	ERAP1 inh	CASP6 VEID inh	SIRT5 block	F508del corr	ERp5 inh	miR-122 sensor	DENV2 CPE
O=C(C[C@@H]1C=C[C@H](NS(=O)(=O)c2ccc(F)cc2)[C@H](CO)O1)N1CCC(Cc2ccccc2)CC1	-4	-4	3	-2.2	-2	.	-4
CC(=O)Nc1ccc(C(=O)CSc2nnnn2C)cc1	-1	-2	-5	-3.0	7	5	-6
CC(=O)N1CCCCN2[C@H](CO)[C@@H](c3ccc(-c4ccc(C)cc4)cc3)[C@H]2C1	3	1	0	0.1	5	-8[16.7 µM]	-4
CN(C)c1ccc(C(=O)C(=O)c2ccccc2)cc1	4	1	2	-1.4	1	.	5
CCOC(=O)CC(NCc1ccc(OC)c(OCC)c1)c1ccc(C)cc1 (stereo not given)	0	-3	-3	-0.4	2	.	5
O=C(/C=C/c1ccc(F)cc1)N1CCN(c2ccccn2)CC1	-3	0	-9	-0.6	-3	13	.
COC(=O)c1ccc(OC(=O)CCc2cc(OC)c(OC)c(OC)c2)cc1	.	2	-2	-4.7	-6	9	-2
CC(C)NC(=O)C1(C)CCN1C(=O)c1ccccc1 (stereo not given)	-3	1	-1	0.8	-3	-2	4
CCOc1ccc(Oc2ccc(S(=O)(=O)N3CCOCC3)cc2N)cc1	5	1	1	-0.3	-3	2	-1
C[C@@H]1CN([C@@H](C)CO)C(=O)Cc2cc(NC(=O)CCC(F)(F)F)ccc2O[C@@H]1CN(C)S(=O)(=O)c1cccs1	0	-2	-9	-4.6	0	-3[16.7 µM]	19
CCCc1nnc(NC(=O)CCC(=O)NC2CC2)s1	-3	1	-1	-0.2	.	0	-1
C[C@@H]1CN([C@H](C)CO)C(=O)c2cc(NC(=O)Nc3ccc(C(F)(F)F)cc3)ccc2O[C@@H](C)CCCCO[C@H]1CN(C)C(=O)NC1CCCCC1	-2	0	0	5.9	-3	-10[16.7 µM]	-4
CC=Cc1ccc2n(c1=O)C[C@H]1[C@H](CO)[C@@H](C(=O)NCCC)[C@@H]2N1C(=O)C1CCC1 (mixture of isomers)	-14	0	-24	-2.0	-1	.	4
O=C(Nc1nnc(C2=COCCO2)o1)c1ccc(Cl)cc1	-2	18	-2	.	-4	.	-6
O=c1c2ccccc2nc2c3ccccc3c(NCc3cccnc3)nn12	1	-1	3	-2.3	4	.	15
CC(NC(=O)Cc1ccccc1F)c1ccc(F)cc1 (stereo not given)	3	-3	-4	0.0	-4	.	0
Cc1noc(C)c1S(=O)(=O)Nc1ccc2c(c1)C(=O)N([C@H](C)CO)C[C@H](C)[C@@H](CN(C)C)OCCCC[C@H](C)O2	-3	-5	-2	-0.7	-2	4[16.7 µM]	12
Cc1nc(SCC(=O)N2CC(=O)Nc3ccccc32)c2c(C)c(C)sc2n1	0	1	-4	0.3	-2	-11	-4
C[C@@H]1CN([C@@H](C)CO)C(=O)c2cc(Br)cnc2O[C@@H]1CN(C)C(=O)CN(C)C	-6&0	0&1	-2&-3	2.6&-3.4	6&-8	-4	12&2
Cc1cc(OCCn2cc(/C(N)=N/O)c3ccccc32)ccc1Cl	1	-1	.	.	-5	7	.
Cc1noc(C)c1NC(=O)N(C)C[C@@H]1Oc2ccc(NC(=O)Cn3cnnn3)cc2CC(=O)N([C@@H](C)CO)C[C@@H]1C	.	.	.	-0.2	.	-5[16.7 µM]	-3
